Screening results deposited in PubChem by National Center for Advancing Translational Sciences (NCATS).
AT treatment – potential ataxia-telangiectasia treatments restoring KAP-1 phosphorylation | actives 0.19% (n = 320,000) | AID 485349 | […] A-T fibroblasts, KAP-1 phosphorylation AlphaLISA; neocarzinostatin DNA damage 30 min before lysis | Potency, µM (doses to about 57.5 µM), without a hit: top-dose activation, hits mostly activators; note: potency is the fitted concentration of half-maximal effect; % of control where 0% means no effect; nearly all actives have a fitted effect of over 45% in size
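ATM-like activity read as KAP-1 phosphorylation via AlphaLISA donor/acceptor antibody pairs after lysis and 6 hr at 25C. Cells were ATM-null patient fibroblasts ([…], hTERT), dosed 60 min, then exposed to the DSB inducer NCS for 30 min.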
GALK inh – inhibitors of human galactokinase; actives 0.007% (n = 270,000); Purified GALK, Kinase-Glo residual ATP luminescence; Potency, µM (doses to about 57.5 µM), inactives show at the highest dose activity change, negative = inhibition, hits mostly inhibitors; note: potency is the fitted concentration of half-maximal effect; % is set by controls: 0 for no effect and ±100 for the full control effect
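5 nM enzyme, 35 uM ATP, 100 uM galactose, 20 mM HEPES pH8.0, 5 mM MgCl2; 1 h RT; residual ATP by Kinase-Glo Plus luminescence, qHTS format.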
Integrin act MD – activators of alpha7 integrin expression for muscular dystrophy. alpha7betagal myoblasts, beta-gal FDG fluorescence, 48 h. Potency, µM (top dose mostly 38.3 µM), for inactives: at the highest dose activation, usual class: activators. actives 0.064% (n = 350,000);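 note: potency is the fitted concentration of half-maximal effect; 100% = response of the positive control SU9516; nearly all actives have a fitted effect of over 60% in size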
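Alpha7betagal+/- myoblasts (passage 13) were plated 16-24 hr, then exposed to compounds (1:260 dilution of DMSO stock) for 48 hours at 37C. After MPER lysis, β-galactosidase reporter activity was read as FDG fluorescence (ex 480/em 540) after 30 minutes.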
ASM inhibitor – human S-ASM enzyme inhibition; placental ASM, HMU-PC fluorogenic substrate, 60 min; Potency, µM (doses to about 57.5 µM), for inactives: at the top dose activity change, negative = inhibition, actives largely listed as inhibitors; actives 0.006% (n = 340,000); AID 504937; note: potency is the fitted concentration of half-maximal effect
Target sequence (P17405 47-631 limits assumed): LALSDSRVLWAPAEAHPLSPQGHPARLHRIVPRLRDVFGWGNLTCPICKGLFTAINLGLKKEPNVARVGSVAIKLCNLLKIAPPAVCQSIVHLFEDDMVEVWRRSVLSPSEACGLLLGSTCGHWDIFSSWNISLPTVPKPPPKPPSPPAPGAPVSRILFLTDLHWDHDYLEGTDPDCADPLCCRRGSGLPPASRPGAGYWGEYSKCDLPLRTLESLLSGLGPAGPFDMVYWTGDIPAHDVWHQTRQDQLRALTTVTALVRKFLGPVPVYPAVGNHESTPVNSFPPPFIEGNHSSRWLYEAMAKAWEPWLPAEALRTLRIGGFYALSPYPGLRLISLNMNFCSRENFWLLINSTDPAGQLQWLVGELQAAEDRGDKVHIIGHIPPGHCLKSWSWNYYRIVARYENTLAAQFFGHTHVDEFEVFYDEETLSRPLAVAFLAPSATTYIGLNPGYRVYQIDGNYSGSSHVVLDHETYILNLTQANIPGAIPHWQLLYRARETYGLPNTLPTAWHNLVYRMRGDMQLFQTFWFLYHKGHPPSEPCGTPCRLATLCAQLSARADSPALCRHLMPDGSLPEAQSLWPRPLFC
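Human placenta-derived ASM preincubated with compound 10 min at room temperature, then reacted with 9 uM (final) fluorogenic HMU-PC substrate for 60 min at 37 C. Stop solution raises pH to 10; fluorescence read at Ex 386/Em 447 nm.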
KCNH2 3.1 block – inhibitors of human KCNH2 3.1 potassium channel isoform; AID 720553; activity change, % (tested at about 1.8 µM); U2OS KCNH2 3.1, thallium flux FluxOr; hits give low values; actives 0.95% (n = 340,000);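 active = maximum activity change below -70%; inconclusive = maximum activity change from -70% to -50%; inactive = maximum activity change above -50%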;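 note: thallium influx rate constant from kinetic fluorescence after stimulation buffer; % is set by controls: 0 for no effect and ±100 for the full control effect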
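Virally transduced U2OS (3.1 isoform, 4 h infection in dark at RT) → overnight 37 C → FluxOr + Red40 in HBSS/HEPES, 45 min → stimulation buffer, 2 min kinetic read → rate constant vs DMSO controls.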
CXXC DNA block – MLL CXXC-DNA interaction inhibition | Q03164 | MLL-CXXC / FITC-HOXA9 DNA fluorescence polarization | Potency, µM (titrated, usually from 115 µM), inactives show at the highest dose activity change, negative = inhibition, hits mostly inhibitors | actives 0.037% (n = 290,000); active = well fitted inhibition curve with a large enough effect in the polarisation, with a control signal flat, not every such curve was filed as active; inconclusive = small, poorly fitted or top-dose-only effect, or effect the other way, or a change in a side signal; inactive = no such curve, though single readings can be large or run the other way; the % refers to the polarisation; note: potency is the fitted concentration of half-maximal effect
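Purified MLL-CXXC (added from a 7 uM solution) was preincubated 5 min at ambient with pinned compounds in 50 mM Tris-HCl pH 7.5, 50 mM NaCl, 1 mM DTT, 0.05% BSA. Fluorescein-labeled HOX-A9 DNA (50 nM solution) followed, 30 min, then polarization read.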
TRPV1 ag – activates the human vanilloid receptor TRPV1. actives 0.19% (n = 320,000). activation, % at 8.33 µM. TRPV1-expressing cells, Fluo-8 calcium influx, agonist mode; in the data active = activation above about 80%; inconclusive = between about 30% and that limit; note: 0% is about no effect
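TRPV1-expressing cells were cultured overnight at 35.5C and loaded with Fluo-8 calcium dye for 40 to 90 min at room temperature. After a 10 s baseline, compound was added and calcium influx was read kinetically for 3 min (ex 480/em 520 nm).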
MBNL1 CUG block – blocks human MBNL1 binding to CUG repeat RNA; Q9NR56; Potency, µM (titrated, usually from 57.5 µM), inactives show at the highest dose activity change, negative = inhibition, hits mostly inhibitors; actives 0.036% (n = 280,000); TR-FRET MBNL1-His/biotin-(CUG)12 binding, 665/545 ratio; active = well fitted inhibition curve with a large enough effect in the signal ratio, with a control signal flat, not every such curve was filed as active; inconclusive = small, poorly fitted or top-dose-only effect, or effect the other way, or a change in a side signal; inactive = no such curve, though single readings can be large or run the other way; the % refers to the signal ratio; note: potency is the fitted concentration of half-maximal effect; % is set by controls: 0 for no effect and ±100 for the full control effect
Target sequence (Q9NR56 whole entry, looked up): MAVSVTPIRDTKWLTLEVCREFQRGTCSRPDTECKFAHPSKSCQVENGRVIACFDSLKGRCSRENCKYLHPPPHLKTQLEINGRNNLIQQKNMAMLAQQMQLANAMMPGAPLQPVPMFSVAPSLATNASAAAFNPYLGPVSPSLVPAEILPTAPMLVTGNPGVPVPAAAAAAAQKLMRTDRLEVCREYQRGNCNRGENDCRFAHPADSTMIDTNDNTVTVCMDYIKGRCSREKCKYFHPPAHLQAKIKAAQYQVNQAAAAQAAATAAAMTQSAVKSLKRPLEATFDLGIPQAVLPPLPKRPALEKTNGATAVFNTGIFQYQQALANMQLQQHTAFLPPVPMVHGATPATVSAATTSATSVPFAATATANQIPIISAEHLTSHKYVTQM
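TR-FRET readout: Ex 340 nm, 665/545 nm emission ratio, normalized to buffer-only (basal) and MBNL1-(CUG)12 controls. Complex of MBNL1-His with Biotin-(CUG)12, compounds 92 nM–58 uM, incubated 60 min at room temperature.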
FBPA coupling cs – counter-screen for Giardia aldolase inhibitors: coupling enzyme system | coupling enzyme system counterscreen, AmpLite Red fluorescence | activity change, negative = inhibition, % at 58.2 µM, hits read low | actives 0.67% (n = 290,000); in the data active = activity change below about -30%; note: % is set by controls: 0 for no effect and ±100 for the full control effect
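Counterscreen of the coupled detection system alone, without aldolase: glyceraldehyde-3-phosphate coupling enzymes plus AmpLite Red readout. Compounds at 57.5 uM final, 10 min RT preincubation, 20 min RT reaction, fluorescence 525/598 nm.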
KCNH2 WT inh – blocks the wildtype human KCNH2 potassium channel | AID 720551 | actives 0.37% (n = 340,000) | Q12809 | activity change, % at 1.84 µM | U2OS, BacMam KCNH2, thallium flux FluxOr; hits give low values;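 active = maximum activity change below -70%; inconclusive = maximum activity change between -70% and -50%; inactive = maximum activity change above -50%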; note: % is set by controls: 0 for no effect and ±100 for the full control effect
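U2OS cells transduced with wild-type KCNH2 virus are loaded with FluxOr dye for 45 min, and thallium flux is measured in kinetic reads before and after stimulation buffer. Rate constants are normalized to DMSO controls.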
* marks the source's active call; other numbers are inactive results; i = inactive; u = inconclusive; x = not tested or not shown; [ ] = remark or other dose. Unless noted, calls come from the whole dose curve; as a rule, active = well fitted curve in the direction sought with a large enough effect; inconclusive = small, poorly fitted or top-dose-only effect, or another doubt; inactive = no such curve, though single readings can be large; an effect the other way counts as inactive or inconclusive. Outcome played no part in choosing rows; about 2% have a hit in one of these screens.

SMILES	AT treatment	GALK inh	Integrin act MD	ASM inhibitor	KCNH2 3.1 block	CXXC DNA block	TRPV1 ag	MBNL1 CUG block	FBPA coupling cs	KCNH2 WT inh
CCOC(=O)c1cccc(NC(=O)N2CCOCC2)c1	1%	-1%	u	-2%	6	-1%	u	-5%	-1	-24
O=C(Nc1ccccc1)Nc1nnc(-c2ccccc2)o1	8%	x	-10%	-5%	13	-8%	-2	-20%	-4	-8
O=C(COC(=O)c1ccco1)Nc1ccc(Br)cc1	2%	5%	25%	-1%	-16	8%	4	-8%	3	-17
CCCC(C)n1[nH]c(=O)cc1N (stereo not given)	-1%	0%	15%	1%	-9	-17%	4	2%	0	11
c1cn2cc(CN3CCOCC3)nc2s1	0%	0%	-8%	-2%	-26	1%	7	0%	0	5
CCCS(=O)(=O)N1CCCC(C(=O)N2CCC(Cc3ccccc3)CC2)C1 (stereo not given)	-2%	3%	-6%	0%	2	-9%	-15	-10%	2	-11
COc1ccccc1N1CCN(S(=O)(=O)CCNC(=O)C2CC(=O)N(c3ccccc3)C2)CC1 (stereo not given)	6%	0%	0%	1%	1	7%	-4	-11%	0	0
Cc1ccnc(NS(=O)(=O)c2ccc(N3C(=O)c4c(Cl)c(Cl)c(Cl)c(Cl)c4C3=O)cc2)n1	3%	-8%	u	-3%	10	-16%	15	-13%	19	-6
O=C(N/N=C/c1ccc([N+](=O)[O-])o1)C1CCCC1	15%	0%	-34%	-2%	7	-6%	2	u	x	-11
CCn1c(-c2nn(C)cc2Cl)n[nH]c1=S	0%	2%	6%	4%	2	-3%	0	-8%	0	-6
CN1CCN(S(=O)(=O)c2ccc(NC(=O)c3ccc(F)cc3Cl)cc2)CC1	-3%	2%	-10%	0%	14	1%	-1	-18%	-3	-4
COc1ccccc1NC(=S)NCc1ccccc1Cl	4%	4%	-21%	2%	-2	-2%	10	-5%	2	-28
O=C(C1CCCN(S(=O)(=O)c2cc(Cl)ccc2Cl)C1)N1CCCCCC1 (stereo not given)	-4%	5%	-29%	-3%	-24	-18%	u	-5%	x	5
O=C(CC1Oc2ccccc2NC1=O)NC1CCCC1 (stereo not given)	13%	3%	8%	2%	10	-4%	-1	-4%	4	11
COc1cc2c(cc1OC)CN(C(=O)c1ccc3[nH]c(C)c(C)c3c1)CC2	8%	x	1%	-11%	0	8%	0	-6%	7	1
Cc1ccc(CSc2nnc(-c3ccc4c(c3)OCO4)o2)cc1	4%	0%	14%	2%	-7	12%	2	0%	-3	-1
COc1ccc(NC(=O)COC(=O)CN2C(=O)C3CC=CCC3C2=O)c([N+](=O)[O-])c1 (stereo not given)	11%	x	-16%	-1%	11	x	x	x	x	20
Cc1ccc(C23CC4CC(CC(C(=O)NCC(=O)O)(C4)C2)C3)cc1	6%	1%	1%	6%	11	17%	-3	-4%	7	-13
COc1ccc(OC)c(Nc2nc(N)c([N+](=O)[O-])c(N3CCOCC3)n2)c1	-5%	-2%	-7%	-15%	-3	-5%	2	6%	-5	1
CCOc1ccc(C(Nc2cccnc2)c2cc(Cl)c3cccnc3c2O)cc1 (stereo not given)	-1%	8%	-65%[inhibitor]	-18%	-2	0%	-6	34%[activator]	-25	13
C=CCOC(=O)c1[nH]c2c(c1C)C(=O)CC(c1cc(OC)c(OC)c(OC)c1)C2 (stereo not given)	2%	-1%	0%	-2%	5	23%	6	-1%	9	25
O=C(N/N=C/c1ccco1)c1cc(C2CC2)nc2ccccc12	1%	1%	x	x	x	u	-1	3%	2	x
COCCn1c(SCC(=O)c2ccc3c(c2)OCCO3)nnc1C(C)C	-8%	0%	-2%	6%	3	-1%	0	0%	1	6
Cc1cccc2sc(NC(=O)CN3C(=O)NC4(CCCC4)C3=O)nc12	14%	1%	-16%	-1%	10	22%	7	0%	2	-5
CC(C)CC(NC(=O)C(CO)NC(=O)C1CCC(=O)N1)C(N)=O (stereo not given)	1%	8%	13%	0%	-4	-1%	-1	-3%	-1	-17

Part of the list above, reduced to TRPV1 ag, Integrin act MD and KCNH2 WT inh:
SMILES	TRPV1 ag	Integrin act MD	KCNH2 WT inh
O=C(N/N=C/c1ccco1)c1cc(C2CC2)nc2ccccc12	-1	x	x
COCCn1c(SCC(=O)c2ccc3c(c2)OCCO3)nnc1C(C)C	0	-2%	6
Cc1cccc2sc(NC(=O)CN3C(=O)NC4(CCCC4)C3=O)nc12	7	-16%	-5

Later entries.
SMILES	AT treatment	GALK inh	Integrin act MD	ASM inhibitor	KCNH2 3.1 block	CXXC DNA block	TRPV1 ag	MBNL1 CUG block	FBPA coupling cs	KCNH2 WT inh
Cc1ccc(NC(=O)CSc2nnc(C3CC3)n2CC2CCCO2)c(C)c1 (stereo not given)	1%	-3%	4%	2%	-17	47%[activator]	0	-1%	0	-6
COc1ccc(S(=O)(=O)N2CCCCC2)cc1NC(=O)c1ccc(Cl)nc1	0%	x	16%	-1%	-3	x	1	x	x	-25
O=C(NC1CCS(=O)(=O)C1)c1ccc(Br)o1 (stereo not given)	3%	0%	-1%	13%	8	0%	-3	-4%	0	1
Cc1cc(=O)oc2cc(OCc3ccc(C(=O)OCC(=O)Nc4ccccc4OC(F)F)cc3)ccc12	-1%	4%	-10%	21%	x	11%	1	-10%	0	1
Cc1ccc(C)c(CSc2nnc(C)c(=O)n2N)c1	3%	3%	6%	0%	19	-4%	4	-7%	2	0
Cc1nn(-c2ccccc2)c2sc(C(=O)c3c(N)n(C)c(=O)n(C)c3=O)cc12	-38%[inhibitor]	3%	-9%	36%	x	5%	2	191%[activator]	-5	-2
COc1ccccc1N(CC1CO1)S(=O)(=O)c1ccc(C)cc1 (stereo not given)	-7%	5%	-18%	-18%	-6	-2%	1	0%	-2	-4
Cc1nc2sc(C(c3ccco3)N3CCN(C(c4ccccc4)c4ccccc4)CC3)c(O)n2n1 (stereo not given)	x	0%	10%	-25%	6	-1%	7	-2%	-4	4
CCOC(=O)N1CCC(NC(=O)c2cc3c(=O)n(C)c4ccccc4c3n2C)CC1	6%	0%	0%	-2%	0	-3%	0	3%	0	-7
CC(=O)Nc1ccc(S(=O)(=O)NCc2csc(-c3cccnc3)n2)cc1	-1%	-8%	22%	2%	1	-1%	1	-2%	2	0
CCOC(=O)C1(Cc2ccc(OC)cc2)CCN(C(=O)[C@@H]2CCCN2C(C)=O)CC1	12%	4%	19%	2%	8	14%	-5	-2%	3	-3
CC(=O)N/N=C(\C)CC(=O)Nc1ccc2c(c1)OCCO2	2%	-1%	-10%	2%	-8	20%	-2	-3%	3	i
CC1(C)C=C(c2ccc(C(=O)O)s2)CC(C)(C)N1	13%	-1%	u	-1%	5	u	-8	x	0	1
S=C(Nc1ccccc1Cl)N1CCN(c2ccccn2)CC1	1%	4%	24%	1%	4	-2%	7	-7%	2	-3
CCOc1ccc(C2N(c3cc(C)on3)C(=O)C3CCCN32)cc1OC (stereo not given)	-3%	-1%	-24%	1%	0	-1%	1	-6%	-5	-4
O=C(CSCc1c(Cl)cccc1Cl)NCc1ccccn1	4%	5%	0%	-2%	-12	-1%	5	6%	2	-11
CCOC(=O)/C(C#N)=C/Nc1ccccc1NS(=O)(=O)c1ccc(C)c(C)c1	2%	x	-12%	1%	-15	2%	1	-12%	0	3
OC(CCCC(O)c1ccccc1)c1ccccc1 (stereo not given)	x	x	0%	0%	-4	x	x	x	x	-2
CCc1nn2cc(C(=O)c3ccccc3O)cnc2c1-c1ccc(F)cc1	7%	-1%	-4%	2%	-22	5%	2	3%	2	-2
CN(Cc1nc(-c2cccc(Cl)c2)no1)C1CCOCC1	0%	2%	18%	4%	-33	1%	10	-16%	3	2
Cc1nc2nc(C)c(NS(=O)(=O)c3ccc(C4CCCCC4)cc3)c(=O)n2[nH]1	-1%	-1%	0%	-1%	-15	11%	8	-1%	7	-1
CS(=O)(=O)N1CCc2cc(-c3csc(NCC4CCCO4)n3)ccc21 (stereo not given)	-4%	0%	1%	3%	-11	-7%	-1	10%	-11	0
Cc1ccc(NS(=O)(=O)c2ccc3c(c2)OCCCO3)cc1S(=O)(=O)N1CCOCC1	2%	x	39%	-7%	15	x	2	x	x	-3
CC(=O)c1ccc(Sc2nnc(C)s2)c([N+](=O)[O-])c1	-2%	2%	-39%	4%	3	5%	4	5%	0	x
